High-throughput results (PubChem BioAssay)
LDHA inh: LDHA (human) enzyme inhibition. hit rate 0.15% among 480,000. activity change, % (values are at about 110 or 230 µM). P00338. purified LDHA, NADH/diaphorase-resazurin fluorescence; active compounds read low; in the data active means activity change below about -30%; inconclusive means mostly about -25% to -30%;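 further: plate controls were DMSO wells for no effect and wells without enzyme for full effect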
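Human LDH5 (2 nM) was incubated with 0.06 mM NADH and 0.2 mM pyruvate for 5 min at room temperature in Tris pH 7.4. Remaining NADH was coupled through diaphorase/resazurin, and resorufin fluorescence was read at 0 and 20 min.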
Vif-A3F inh: inhibitors of Vif-A3F interaction. HeLa A3F-eYFP + Vif (tagged APOBEC3F with the HIV-1 protein that degrades it), YFP fluorescence increase. Potency, µM (highest dose often 46.1 µM), for inactives: at the highest dose activity, negative = active. hit rate 0.2% among 390,000. AID 602313; further: potency means the concentration at half of the fitted maximal effect; % of control where 0% means no effect; nearly all actives have a fitted effect of over 65% in size
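HeLa cells stably expressing Vif plus C-terminally eYFP-tagged A3F were seeded, incubated overnight at 37 deg C, dosed with compound, incubated overnight again at 37 deg C. Yellow fluorescence (Ex 488/Em 500-530) reported blocked Vif-mediated A3F-eYFP degradation.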
Vif-APOBEC3G blk: inhibitors of Vif-APOBEC3G interaction. Q9HC16. HeLa A3G-eYFP + Vif (tagged APOBEC3G with the HIV-1 protein that degrades it), YFP fluorescence, overnight. Potency, µM (doses to about 46.1 µM), inactives show at the top dose activity, negative = active, usual class: inhibitors. hit rate 0.076% among 410,000. AID 602310;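 further: potency means the concentration at half of the fitted maximal effect; on the % scale 0 is the no-effect control and ±100 the full control effect; nearly all actives have a fitted effect of over 60% in size; hits raise eYFP signal because A3G escapes Vif-driven loss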
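Read-out is eYFP fluorescence (Ex 488/Em 500-530) from Vif-expressing HeLa A3G-eYFP cells; more signal means A3G escaped Vif-mediated degradation. Cells plated overnight, compound pinned in, incubated overnight at 37 deg C.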
RXFP1 ag: RXFP1 (human) receptor agonism. Q9HBX9. HEK293T-RXFP1 cAMP TR-FRET, 30 min; response scale: percent of porcine relaxin response, buffer zero. Potency, µM (series often up to 57.5 µM), without a hit: at the highest dose activation, hits mostly activators. hit rate 0.3% among 370,000. AID 2676; further: potency means the concentration at half of the fitted maximal effect; on the % scale 0 is the no-effect control and ±100 the full control effect; nearly all actives have a fitted effect of over 60% in size; many of its hits are not listed in these tables
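HEK293 cells stably expressing RXFP1, treated 30 min at 37C with compounds plus PDE4 inhibitor Ro 20174; cAMP measured by HTRF TR-FRET. Normalized to buffer and 29 nM porcine relaxin; EC50 by Hill fit.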
D1 antag: antagonists of human D1 dopamine receptor; HEK293 TREx D1 cells, calcium flux, dopamine EC80; active compounds read low; activity change, negative = inhibition, % at 10 µM; hit rate 3.2% among 360,000; in the data active means activity change below about -30%; further: on the % scale 0 is the no-effect control and ±100 the full control effect
Target sequence (P21728 whole entry, looked up): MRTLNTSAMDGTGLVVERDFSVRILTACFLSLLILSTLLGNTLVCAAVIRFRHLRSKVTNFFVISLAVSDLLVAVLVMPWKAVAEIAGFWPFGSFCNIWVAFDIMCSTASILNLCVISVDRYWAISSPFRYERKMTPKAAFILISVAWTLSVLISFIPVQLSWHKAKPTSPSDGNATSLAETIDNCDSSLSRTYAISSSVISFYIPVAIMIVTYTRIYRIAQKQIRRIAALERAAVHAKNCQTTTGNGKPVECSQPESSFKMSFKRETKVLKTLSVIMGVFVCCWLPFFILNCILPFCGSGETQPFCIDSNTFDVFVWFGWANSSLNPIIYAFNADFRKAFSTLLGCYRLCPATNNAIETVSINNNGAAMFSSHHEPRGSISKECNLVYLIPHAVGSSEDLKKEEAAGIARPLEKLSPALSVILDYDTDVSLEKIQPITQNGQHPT
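Using tetracycline-induced force-coupled D1 Hek293 cells and a calcium dye, signals were followed for 180 s after compound, then for 180 s after EC80 dopamine, to detect inhibitors.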
D1 ag: activates the human D1 dopamine receptor; P21728; HEK293 T-REx D1 cells, calcium flux, agonist mode; activation, % at 2 µM; hit rate 1% among 360,000; AID 504660; in the data active means activation above about 30%; further: 0% is about no effect
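Inducible HEK293 T-REx D1 cells, force-coupled to calcium signalling, were plated at 4000 cells/well with tetracycline and held overnight at 30 C. After no-wash calcium dye loading, compound-evoked calcium rise over 180 s flagged agonists.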
D1 PAM: human D1 dopamine receptor positive modulation; P21728; HEK293 TREx D1 cells, calcium flux, dopamine EC20 potentiation; potentiation, % at 10 µM; hit rate 0.036% among 360,000; AID 504651; in the data active means potentiation above about 30%; further: 0% is about no effect
GRP78 ERSR act: ER stress response induction in glioma. hit rate 0.02% among 420,000. U87-MG GRP78 promoter luciferase reporter, 16 h. AID 602332. Potency, µM, for inactives: top-dose activation, actives largely listed as activators; further: potency means the concentration at half of the fitted maximal effect; series mostly up to about 76 µM; % of control where 0% means no effect; nearly all actives have a fitted effect of over 35% in size
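Stably transfected U87-MG glioma cells carrying a GRP78-based luciferase sensor; 16 h compound incubation. Luminescence end-point read 10 min after Bright-Glo addition at room temperature.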
D2 potentiator: positively modulates the human D2 dopamine receptor allosterically | AID 485347 | hit rate 0.34% among 340,000 | P14416 | potentiation, % at 10 µM | HEK293 T-REx D2, calcium flux, EC20 dopamine potentiation;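 active means potentiation over 3 SD above the plate norm, cut at about 30% in these data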; further: 0% is about no effect
Target sequence (P14416 whole entry, looked up): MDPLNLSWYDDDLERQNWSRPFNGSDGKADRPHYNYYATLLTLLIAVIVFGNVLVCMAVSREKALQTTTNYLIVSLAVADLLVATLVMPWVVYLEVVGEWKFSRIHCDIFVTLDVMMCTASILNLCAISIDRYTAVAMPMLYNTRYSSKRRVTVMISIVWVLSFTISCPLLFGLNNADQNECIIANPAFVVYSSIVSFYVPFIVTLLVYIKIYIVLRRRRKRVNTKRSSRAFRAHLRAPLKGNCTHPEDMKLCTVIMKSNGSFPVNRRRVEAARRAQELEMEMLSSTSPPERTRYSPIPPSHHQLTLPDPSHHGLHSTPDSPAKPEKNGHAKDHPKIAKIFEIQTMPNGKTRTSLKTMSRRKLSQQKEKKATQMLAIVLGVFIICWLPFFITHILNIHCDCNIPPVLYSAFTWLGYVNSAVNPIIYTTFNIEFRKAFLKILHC
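Primary screen. Calcium kinetics in induced HEK293 T-REx D2 cells: compound pre-addition 180 s, EC20 dopamine, 180 s more.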
Starred values were filed as active, the others as inactive; ? = inconclusive; nt = not tested or not shown; & = joins results of further samples. Unless noted, the call rests on the fitted dose curve; in most records, active means well fitted curve in the direction sought with a large enough effect; inconclusive means small, poorly fitted or top-dose-only effect, or another doubt; inactive means no such curve, though single readings can be large; an effect the other way counts as inactive or inconclusive.

SMILES	LDHA inh	Vif-A3F inh	Vif-APOBEC3G blk	RXFP1 ag	D1 antag	D1 ag	D1 PAM	GRP78 ERSR act	D2 potentiator
Cc1ccc(NS(=O)(=O)c2ccc(C(=O)N3CCC3)cc2)cc1	-8	-2%	2%	-0.3%	-9	10	-6	-2%	7
COC(=O)Cc1c(C)nc(SCc2ccccc2)[nH]c1=O	2	-24%	-2%	0.8%	3	1	1	-1%	1
CCOC(=O)c1c(C)[nH]c(C)c1S(=O)(=O)N1CCC(C(=O)N2CCN(c3cccc(Cl)c3)CC2)CC1	-1	-1%	-5%	0.5%	-17	1	-3	-1%	-5
CC12CN(C(=O)c3cccc([N+](=O)[O-])c3)C3(C#N)CC1CCC23C (stereo not drawn)	-1	6%	2%	-0.2%	-8	3	-4	0%	10
O=C1c2cccc(O)c2C(=O)c2c(O)cc(CO)cc21	6	-7%	2%	nt	nt	nt	nt	-2%&2%	nt
O=C(Cn1cc(S(=O)(=O)Cc2ccccc2)c2ccccc21)N1CCOCC1	-2	-1%	1%	-2.0%	-8	1	0	0%	11
CC(C)[C@H](NC(=O)c1ccccc1)C(=O)OCC(=O)/C=C1/N(C)c2ccccc2C1(C)C	-2	3%	-2%	-0.4%	-9	8	-2	-6%	-16
O=C(COC(=O)CNC(=O)C1CCCCC1)Nc1ccccc1Cl	-8&2	-1%	0%	1.7%	8	1&-2	-3&0	-5%	-2
Cc1ccc(-n2ncc3c(=O)n(CC(=O)N4CCN(c5ccccc5)CC4)cnc32)cc1	-3	0%	-11%	-2.6%	19	0	5	-2%	1
O=C(COc1cc2oc(=O)c3c(c2cc1Cl)CCC3)NCCCN1CCCC1=O	2	2%	-3%	21%	4	2	-4	-2%	0
O=S(=O)(c1ccc(N2CCOCC2)cc1)N1CCOCC1	-3	nt	1%	2.3%	10	1	-5	-4%	4
CCC(C)NC(=O)C1(O)c2cc(Br)ccc2NC(=O)N1c1cccc(OC)c1 (stereo not drawn)	-6	0%	-5%	0.2%	15	2	2	-2%	3
CCn1c(CSc2nc(C)cc(C)n2)nnc1SCC(=O)N1CCCc2ccccc21	-19	-13%	2%	-1.5%	-2	1	6	-3%	20
CC1CN(C(=O)/C=C/c2ccc(SC(F)F)cc2)CC(C)O1 (stereo not drawn)	-4	5%	-2%	-2.8%	-12	1	-5	4%	9
O=c1c2ccccc2cnn1Cc1n[nH]c(=S)n1-c1ccc(Cl)cc1	-2	-11%	0%	21%	2	3	-4	-3%	10
Cc1ccc2cc(CN(Cc3cccs3)Cc3nnnn3CC3CCCO3)c(=O)[nH]c2c1 (stereo not drawn)	-1	-1%	-2%	-0.3%	-3	0	6	-2%	-3
COc1ccc(-n2c(SCC(=O)N3CCCCC3)nc(O)cc2=O)cc1	-2	-5%	-3%	-1.9%	15	4	-2	-3%	nt
COc1cc2c(cc1OC)C(C(=O)Nc1ccc3c(c1)OCCO3)C(c1cccnc1)N(C)C2=O (stereo not drawn)	-1	-10%	-1%	-3.6%	-9	2	-2	3%	14
Cc1nn(CC(=O)NC2CCC(C)CC2)c(=O)c(C#N)c1C (stereo not drawn)	-1	-5%	-1%	-1.3%	-25	-1	2	-2%	nt
COc1ccc(C2=NOC(COc3ccc4c(C)cc(=O)oc4c3)C2)c(OC)c1 (stereo not drawn)	-3	-3%	?	3.8%	12	3	-3	-6%	14
CCOc1ccc(C(c2c(O)cc(C)n(Cc3ccco3)c2=O)N2CCN(C)CC2)cc1 (stereo not drawn)	-2	1%	0%	9.4%	4	0	-2	-1%	-8
Cc1ccc(C)c(S(=O)(=O)Nc2ccc(S(=O)(=O)Nc3ncccn3)cc2)c1	-3	6%	0%	0.9%	4	1	-7	-4%	14
COc1ccccc1NS(=O)(=O)c1cc(NC(=O)C2CCCC2)ccc1N1CCOCC1	-10	3%	-1%	0.3%	-12	4	6	-6%	1
COc1ccc(NC(=O)COC(=O)c2cccn2C)cc1S(=O)(=O)N1CCCCC1	-2	-6%	-1%	nt	nt	nt	nt	-1%	nt
Oc1ccc(-c2nc(-c3ccc(O)c(O)c3)cs2)cc1	22	-2%	?	3.8%	4	4	-11	?	-5
COc1ccc(C2CC(=O)CCN2S(=O)(=O)c2ccc(C)cc2)cc1 (stereo not drawn)	-17	6%	-2%	nt	nt	nt	nt	1%	nt
COc1ccccc1Nc1nc(N)nc(CSc2nnc(C)s2)n1	-1	nt	-1%	-0.4%	3	0	0	3%	5
COCCCNC(=O)Cn1nc(-c2ccccc2OC)ccc1=O	0	-2%	1%	0.8%	-3	2	1	-1%	23
COc1cccc(OC)c1C(=O)Nc1ccc(CN2CCCCC2)cc1	-6	7%	3%	0.1%	-5	3	4	-3%	6
Cc1ccc(S(C)(=O)=O)cc1S(=O)(=O)Nc1ccccc1	-4	2%	0%	-0.1%	15	2	2	-8%	-2
COc1ccc(-n2c(=S)[nH]c3cc(C(=O)Nc4cc(OC)c(OC)c(OC)c4)ccc3c2=O)c(OC)c1	1	-1%	0%	0.8%	-20	5	-2	-4%	16
O=C(Cc1cccc(NC(=O)C2CCCN(C(=O)C3CCCC3)C2)c1)Nc1ccc(C(=O)N2CCOCC2)cc1 (stereo not drawn)	0	-3%	4%	nt	nt	nt	nt	-3%	nt
Cc1ccc(OCCCSc2n[nH]c(N)n2)cc1	-7	0%	-11%	-0.2%	-9	0	3	2%	10
Fc1ccc(N2C(=S)SC(=Nc3ccccc3)C2=Nc2ccccc2)cc1	-9	-1%	0%	nt	nt	nt	nt	6%	nt
COC(=O)c1sc(-c2ccc(C(C)(C)C)cc2)cc1NC(=O)/C=C/C(=O)O	0	-22%	-12%	2.5%	-37*	33*	-2	?	-3
O=C(NCc1nc2ccccc2[nH]1)c1cccc(S(=O)(=O)N2CCOCC2)c1	0	-3%	1%	2.6%	-24	3	0	-3%	-2
COc1ccc2c(c1)C(NC(C)=O)C(=O)N2C (stereo not drawn)	7	-6%	-3%	0.6%	9	1	-9	-4%	-9
COC(=O)c1cc(-c2ccc(Br)cc2)c2c(=O)[nH]c(=O)n(C)c2n1	-5	-8%	-3%	22%	1	2	-15	0%	-3
O=C(c1nn2c(C(F)(F)F)cc(-c3ccco3)nc2c1Br)N1CCCc2ccccc21	-13	-19%	?	1.4%	-2	4	-3	-3%	-13
CCOc1cc(/C=C2\C(=N)N3N=C(S(C)(=O)=O)SC3=NC2=O)ccc1OCCOc1cccc(OC)c1	-7	5%	0%	-0.8%	6	2	-1	-3%	-6
S=C1NC2(CCCCC2)NN1c1ccccc1	1	-4%	-10%	-0.9%	-7	6	-4	1%	2
COc1ccc2[nH]c(=O)c(C(=O)O)cc2c1	5	?	1%	15%	2	3	2	-4%	7
COC(=O)c1cccc(S(=O)(=O)N2CCC(C)CC2)c1	-6	-1%	0%	1.1%	-26	4	6	-4%	-4
CCc1ccc(Nc2n[n+](-c3ccccc3)c(-c3c(Cl)cccc3Cl)s2)cc1	-2	10%	-7%	0.5%	-69*	93*	-7	-11%	1
CCSc1ncc(Cl)c(C(=O)N(Cc2ccc(N(C)C)cc2)C2CCS(=O)(=O)C2)n1 (stereo not drawn)	12	-7%	1%	0.7%	11	1	2	-2%	-3
CCN(c1ccccc1)c1ncnc2c1cnn2-c1ccc(C)cc1C	5	0%	-5%	2.9%	-2	-1	1	0%	nt
Nc1ccc(-c2nc3ncccc3o2)cc1	-1	0%	0%	24%	-34*	-1	-6	-3%	2
O=C(c1ccco1)N1CCN(C/C=C/c2ccccc2)CC1	-12	11%	2%	0.3%	10	3	-1	-2%	-28

Compounds above with bromine (three):
SMILES	LDHA inh	Vif-A3F inh	Vif-APOBEC3G blk	RXFP1 ag	D1 antag	D1 ag	D1 PAM	GRP78 ERSR act	D2 potentiator
CCC(C)NC(=O)C1(O)c2cc(Br)ccc2NC(=O)N1c1cccc(OC)c1 (stereo not drawn)	-6	0%	-5%	0.2%	15	2	2	-2%	3
COC(=O)c1cc(-c2ccc(Br)cc2)c2c(=O)[nH]c(=O)n(C)c2n1	-5	-8%	-3%	22%	1	2	-15	0%	-3
O=C(c1nn2c(C(F)(F)F)cc(-c3ccco3)nc2c1Br)N1CCCc2ccccc21	-13	-19%	?	1.4%	-2	4	-3	-3%	-13

New compounds follow.
SMILES	LDHA inh	Vif-A3F inh	Vif-APOBEC3G blk	RXFP1 ag	D1 antag	D1 ag	D1 PAM	GRP78 ERSR act	D2 potentiator
CSc1ccc(C(=O)/C=C/c2ccc(N)cc2)cc1	-8	0%	-20%	3.5%	2	1	-6	-6%	-12
COc1ccc2c(c1)CC(NC(=O)Nc1ccc(Br)c(C)c1)CO2 (stereo not drawn)	2	-1%	0%	4.5%	-1	1	-1	-3%	3
COc1ccc(O)c(/C=C(\C#N)C(=O)Nc2ccccn2)c1	-1	-11%	2%	9.6%	2	3	-2	3%	-6
C#CCN(Cc1ccco1)C(=O)c1cc(COc2ccc(F)cc2Cl)on1	-2	-3%	-7%	0.5%	-29	5	-4	3%	8
CCOC(=O)C1C(C(=O)OC)=C(C(=O)OC)c2ccccc2N1S(=O)(=O)C(F)(F)F (stereo not drawn)	0	4%	-1%	nt	nt	nt	nt	3%&-3%	nt
O=C(COc1cccnc1[N+](=O)[O-])NCCc1ccc(Cl)cc1Cl	-2	8%	0%	-1.3%	0	3	-3	-2%	-5
Clc1cccc(CNCC2CCCO2)c1Cl (stereo not drawn)	-6	-1%	2%	3.8%	3	1	2	-3%	-18
COC(=O)CSc1nc2c(c(-c3ccc(C)o3)c1C#N)CCCC2	0	-4%	1%	-0.7%	-4	3	-6	-2%	7
NC(=O)CSCc1cccc(Br)c1	1	-3%	2%	0.9%	8	2	-4	-7%	7
Cc1nnc(Nc2ccc(Cl)cc2)n(N)c1=O	-22	-9%	1%	3.1%	44	13	8	-6%	2
Cc1ccc(NC(=O)Cn2c(-c3nonc3N)nc3ccccc32)cc1Cl	-7&-2	2%	-3%	0.5%	-3	1	2	-4%	19
COc1cc(OC)cc(C(=O)NCc2ccc3c(c2)OCO3)c1	-4	-10%	0%	5.1%	-13	3	-8	-3%	nt
COc1ccccc1CNc1cc(C)nc2nc(-c3ccc(C)cc3)nn12	-6	-6%	-9%	9.9%	2	6	4	-1%	-5

Some of the compounds tested (hit frequency here may not be typical).
